# TWEAK Fn14 block: inhibitors of TWEAK-Fn14 interaction signaling; actives 2% (n = 360,000); AID 1159606; TWEAK-stimulated Fn14 reporter cells, luciferase luminescence, 8 h; inhibition, % at 10 µM; in the data active = inhibition above about 50%
# KKLEB tox: reduces viability of KKLEB cystic fibrosis airway cells; actives 0.36% (n = 360,000); AID 602141; KKLEB CF airway cells viability, ATPlite luminescence, overnight; active compounds read low; cells stimulated with P. aeruginosa culture filtrate; activity change (cytotoxicity), % at 5 µM;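 active = corrected activity change at or below -50% at 5 µM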
# hiPSC survival: increases survival of single human iPS cells. hiPSC single-cell survival, ATPlite luminescence; 100% = ROCK inhibitor wells, 0% = DMSO. survival enhancement, % at 20 µM. actives 0.044% (n = 360,000); in the data active = survival enhancement above about 18%;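 also: cells exposed to compounds for 16 hours before the ATP read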
# aDG glyco act: increases alpha dystroglycan glycosylation. Pro5-aDG cells, alpha-DG glycosylation AlphaScreen (IIH6); 0% Pro5, 100% B10-LARGE cell signal. activation, % at 10 µM. actives 0.22% (n = 360,000). AID 624168;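 active = activation of at least 8% versus controls, or a plate z-score of at least 8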;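 also: Pro5 are CHO cells carrying HIG-tagged alpha-DG that lacks glycosylation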
# Shn3 3UTR inh: Schnurri-3 reporter inhibition in Clone20 osteoblasts; actives 0.52% (n = 360,000); Clone20 osteoblast Shn3 3'UTR firefly luciferase, 24 h; inhibition, % at 12.5 µM; AID 588674;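 active = mean inhibition of at least 75% with every replicate also reaching 75%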;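 also: 0% = median of neutral control wells and 100% = pilot-screen positive control compound; some compounds past the cut are filed as inactive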
# NR2E3 ag-1: NR2E3 (human) agonism; Q9Y5X4; GST-NR2E3/biotin-RetCOR TR-FRET, 1536-well; inhibition of corepressor binding, % at 4.78 µM; actives 0.12% (n = 320,000); AID 2300;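 active = percent inhibition above the cutoff of mean plus 3 SD of all tested compounds, set per screening campaign, cut at about 20% in these data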;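 also: 0% = DMSO wells and 100% = biotin wells as full block of FRET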
# Target sequence (Q9Y5X4 whole entry, looked up): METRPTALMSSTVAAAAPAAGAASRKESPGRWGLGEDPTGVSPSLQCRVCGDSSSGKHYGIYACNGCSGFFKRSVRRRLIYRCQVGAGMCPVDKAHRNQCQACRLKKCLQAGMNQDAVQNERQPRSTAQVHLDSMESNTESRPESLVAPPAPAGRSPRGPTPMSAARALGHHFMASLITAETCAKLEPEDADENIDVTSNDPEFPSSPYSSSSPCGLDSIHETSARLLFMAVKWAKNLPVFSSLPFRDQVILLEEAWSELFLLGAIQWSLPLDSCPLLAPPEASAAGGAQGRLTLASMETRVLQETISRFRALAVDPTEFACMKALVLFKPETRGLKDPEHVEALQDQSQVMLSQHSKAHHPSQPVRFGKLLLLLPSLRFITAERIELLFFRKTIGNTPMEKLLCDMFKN
#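 System: GST-tagged NR2E3 plus biotinylated RetCOR corepressor; Buffer or medium: pH 7.5 Tris-based buffer; Probe or stimulus: RetCOR corepressor, biotinylated, 7 nM; Doses: compound at 4.8 µM, single dose; Schedule: 5 h incubation at 4 °C; Technique: time-resolved FRET; Evaluation: percent inhibition of TR-FRET ratio; Replication: one well per compound, singlicate testing.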
# CF NFkB block: inhibitors of cystic fibrosis induced NF-kB; KKLEB NF-kB-GFP reporter, PAF-induced, GFP fluorescence overnight; inhibition, % at 5 µM; actives 0.86% (n = 360,000); AID 588850;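 active = at least 50% inhibition at 5 µM, scaled per plate between neutral and stimulator controls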;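 also: PAF is a Pseudomonas aeruginosa culture filtrate used as stimulus; plate controls were PAF-stimulated DMSO wells for no effect and unstimulated DMSO wells for full effect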
# HIF-2a inh: inhibitors of HIF-2a; actives 0.72% (n = 360,000); 786-0 RCC cells HIF-2a reporter, luciferase luminescence, overnight; inhibition, % at 18.8 µM; AID 624352;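 active = inhibition of the luminescence signal of 40% or more relative to plate controls, in a single-dose primary screen at 18.75 µM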
# NR2E3 ag-2: human photoreceptor-specific nuclear receptor agonism; Q9Y5X4; CHO-S Gal4-NCOR/VP16-NR2E3 two-hybrid, luciferase; inhibition of corepressor binding, % at 3.98 µM; actives 0.35% (n = 360,000); AID 602229;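 active = inhibition above the mean of all tested compounds plus 3 SD, cut at about 70% in these data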;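 also: 0% = DMSO with NR2E3 transfected cells and 100% = cells lacking NR2E3 construct; higher means lower luciferase signal from less NR2E3 corepressor binding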
# Peg3 prom inh: Peg3 promoter activity inhibition; HeLa PEG-Prom luciferase reporter, luminescence, overnight; inhibition, % at 20 µM; actives 1.7% (n = 360,000); AID 588405;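 active = inhibition of at least 50% at 20 µM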
# TRPM1 prom inh: MITF TRPM1 promoter inhibition in SK-MEL-5 cells; SK-MEL-5 TRPM1 promoter luciferase, 24 h; inhibition, % at 12.5 µM; actives 0.83% (n = 330,000); AID 488899;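 active = mean inhibition across replicates of 60% or more, whatever share of single replicates reaches that level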; also: values of inactives mirror those of a sister screen read the other way
# Starred values were filed as active, the others as inactive; x = not tested or not shown.
(1) COC(=O)c1c(C)[nH]c(C(=O)C(C)OC(=O)c2c(C)noc2C)c1C (stereo not drawn)
(2) COC(=O)CN1C(=O)COc2ccc(S(=O)(=O)N3CCCC3)cc21
(3) Nc1nonc1-n1nnc(C(=O)N/N=C/c2ccc(OCc3ccccc3)cc2)c1CN1CCCCC1
(4) CCOc1ccc2oc(C(=O)NCC(c3ccco3)N(C)C)c(C)c2c1 (stereo not drawn)
(5) C1=CN2CCC1C(c1ccccc1)C2 (stereo not drawn)
(6) COc1ccc2[nH]c3c(c2c1)CCN1C(=O)C(CC(=O)NCCN2CCOCC2)C[C@H](C(=O)N2CCOCC2)[C@@]31C (stereo partly drawn)
(7) CC(C)(C)OC(=O)N1CCC(CNC(=O)c2ccc(F)cc2)CC1
(8) Cc1ccc(S(=O)(=O)CCC(=O)OCC(=O)NC(N)=O)cc1

assay / compound | 1 | 2 | 3 | 4 | 5 | 6 | 7 | 8
hiPSC survival | -0.9 | 0.1 | 0.5 | 0.4 | -0.7 | 2.6 | -0.2 | -0.6
TRPM1 prom inh | -6 | -11 | -23 | -4 | 14 | 3 | 0 | -13
NR2E3 ag-2 | -4 | -10 | -21 | 6 | -8 | -23 | -18 | -26
HIF-2a inh | 10 | 3 | -22 | -33 | 17 | 3 | 12 | 5
NR2E3 ag-1 | 0 | 1 | 3 | x | -4 | x | 2 | -1
KKLEB tox | 0 | 8 | 5 | -7 | -17 | 21 | 7 | -9
Peg3 prom inh | -5 | -8 | -108 | -5 | 4 | -14 | 23 | 3
TWEAK Fn14 block | 24 | -3 | 31 | -10 | -11 | 12 | -8 | -11
aDG glyco act | 0.6 | -0.2 | 0.7 | 0.8 | 0.6 | 0.3 | 0.1 | 0.0
Shn3 3UTR inh | 17 | -1 | 3 | 21 | 2 | -35 | -3 | 17
CF NFkB block | 6 | 4 | -5 | -30 | 0 | -30 | -4 | 10

(9) Cc1n[nH]c(=S)n(NC(=O)/C=C/C(=O)Nn2c(=S)[nH]nc(C)c2=O)c1=O
(10) CC(C)C1C(=O)N(Cc2cn(Cc3ccco3)nn2)CCS(=O)(=O)N1Cc1ccc(-c2ccc(Cl)c(Cl)c2)cc1 (stereo not drawn)
(11) CCN(CC)C(=O)CCC(=O)Nc1ccc(C(=O)OC)cc1
(12) CCOC(=O)c1ccc(Nc2c(CC)c(C)nc3ncnn23)cc1
(13) O=C(NC(=S)Nc1cc(Cl)ccc1N1CCOCC1)c1ccc(-c2cccc(Cl)c2)o1
(14) CCOC(=O)C1(Cc2cccc(F)c2)CCN(C(=O)Cc2cccnc2)CC1
(15) COC(=O)c1nc(-n2nc(C)cc2C)ccc1Cl
(16) Cc1cc(NC(=O)CSCc2nc(-c3cccc(F)c3)oc2C)no1

assay / compound | 9 | 10 | 11 | 12 | 13 | 14 | 15 | 16
hiPSC survival | -1.1 | 0.8 | -2.5 | -1.9 | 1.5 | 1.7 | -0.7 | 3.1
TRPM1 prom inh | -6 | x | -4 | 8 | -8 | 5 | 3 | 6
NR2E3 ag-2 | -40 | -44 | 12 | 5 | 6 | 28 | 8 | 11
HIF-2a inh | 17 | -3 | 18 | 18 | 13 | 18 | 3 | 3
NR2E3 ag-1 | x | x | -6 | 0 | 1 | -2 | -4 | 0
KKLEB tox | 14 | -3 | 0 | -10 | -9 | 6 | 4 | 1
Peg3 prom inh | 19 | 35 | -2 | 18 | -1 | 11 | -1 | 11
TWEAK Fn14 block | -3 | 20 | 1 | 2 | -6 | 6 | 15 | 13
aDG glyco act | -0.3 | -0.1 | -0.1 | 0.3 | 0.0 | 0.1 | 1.2 | 0.6
Shn3 3UTR inh | 2 | 59 | -15 | 26 | 7 | 2 | 29 | -2
CF NFkB block | -16 | 45 | 2 | 0 | 15 | 1 | 2 | -21

(17) CCOc1ccccc1NC(=O)CN1C(=O)C(=O)N(Cc2ccco2)C1=O
(18) O=C(Nc1ccc(Oc2ccccc2)cc1)c1csc([C@@H]2C[C@H](O)[C@@H](CO)O2)n1
(19) Cn1ncc(Cl)c1C(=O)Nc1ccc2c(c1)CCC2
(20) CN1CCN(CCC2Oc3cc([N+](=O)[O-])ccc3NC2=O)CC1 (stereo not drawn)
(21) COc1ccc(NC(=O)N(C)[C@H]2C[C@H]3c4[nH]c5ccccc5c4CCN3C(=O)[C@H]2CO)cc1
(22) Cc1cccc2cc(C#N)c(SCC(=O)N3CCC(C)CC3)nc12

assay / compound | 17 | 18 | 19 | 20 | 21 | 22
hiPSC survival | 0.2 | 0.5 | -0.5 | 0.5 | -0.4 | 4.8
TRPM1 prom inh | -1 | x | -28 | 7 | x | 12
NR2E3 ag-2 | -15 | -8 | -80 | 3 | -29 | 10
HIF-2a inh | 14 | -85 | -220 | 4 | 1 | 8
NR2E3 ag-1 | -3 | x | 2 | 6 | x | -1
KKLEB tox | 0 | 6 | 3 | 1 | 0 | 1
Peg3 prom inh | 10 | -49 | -196 | -14 | 8 | 18
TWEAK Fn14 block | -5 | 17 | -22 | -13 | 24 | -9
aDG glyco act | 0.0 | 0.1 | 0.0 | -0.3 | 0.0 | 0.4
Shn3 3UTR inh | 5 | 34 | -67 | -3 | 33 | 14
CF NFkB block | -14 | 3 | -32 | -8 | -8 | 4

# Of the compounds above, these contain sulfur.
(2) COC(=O)CN1C(=O)COc2ccc(S(=O)(=O)N3CCCC3)cc21
(8) Cc1ccc(S(=O)(=O)CCC(=O)OCC(=O)NC(N)=O)cc1
(9) Cc1n[nH]c(=S)n(NC(=O)/C=C/C(=O)Nn2c(=S)[nH]nc(C)c2=O)c1=O
(10) CC(C)C1C(=O)N(Cc2cn(Cc3ccco3)nn2)CCS(=O)(=O)N1Cc1ccc(-c2ccc(Cl)c(Cl)c2)cc1 (stereo not drawn)
(13) O=C(NC(=S)Nc1cc(Cl)ccc1N1CCOCC1)c1ccc(-c2cccc(Cl)c2)o1
(16) Cc1cc(NC(=O)CSCc2nc(-c3cccc(F)c3)oc2C)no1
(18) O=C(Nc1ccc(Oc2ccccc2)cc1)c1csc([C@@H]2C[C@H](O)[C@@H](CO)O2)n1
(22) Cc1cccc2cc(C#N)c(SCC(=O)N3CCC(C)CC3)nc12

assay / compound | 2 | 8 | 9 | 10 | 13 | 16 | 18 | 22
hiPSC survival | 0.1 | -0.6 | -1.1 | 0.8 | 1.5 | 3.1 | 0.5 | 4.8
TRPM1 prom inh | -11 | -13 | -6 | x | -8 | 6 | x | 12
NR2E3 ag-2 | -10 | -26 | -40 | -44 | 6 | 11 | -8 | 10
HIF-2a inh | 3 | 5 | 17 | -3 | 13 | 3 | -85 | 8
NR2E3 ag-1 | 1 | -1 | x | x | 1 | 0 | x | -1
KKLEB tox | 8 | -9 | 14 | -3 | -9 | 1 | 6 | 1
Peg3 prom inh | -8 | 3 | 19 | 35 | -1 | 11 | -49 | 18
TWEAK Fn14 block | -3 | -11 | -3 | 20 | -6 | 13 | 17 | -9
aDG glyco act | -0.2 | 0.0 | -0.3 | -0.1 | 0.0 | 0.6 | 0.1 | 0.4
Shn3 3UTR inh | -1 | 17 | 2 | 59 | 7 | -2 | 34 | 14
CF NFkB block | 4 | 10 | -16 | 45 | 15 | -21 | 3 | 4

# Along the list, quoted from above.
# Compounds 17 to 22 in Shn3 3UTR inh: 5, 34, -67, -3, 33, 14
# Compounds 17 to 22 in TRPM1 prom inh: -1, x, -28, 7, x, 12
# Compounds 17 to 22 in aDG glyco act: 0.0, 0.1, 0.0, -0.3, 0.0, 0.4

# High-throughput results (PubChem)
